HTR5A ag ctr = HTR5A agonists in luminescence cell assay, primary screen, counter-screen for OPRM1-OPRD1 heterodimer agonist project, full-deck HTS; cell-based; activation, % at 9.3 µM; 340,000 compounds, 0.61% hits; in the data active means activation mostly above about 9.5%, no sharp cut-off; inactive means mostly below about 7.6%;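 further: 0% = cells with vehicle only and 100% = reference agonist; strong numbers were not always called active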
Target sequence (P47898 whole entry, looked up): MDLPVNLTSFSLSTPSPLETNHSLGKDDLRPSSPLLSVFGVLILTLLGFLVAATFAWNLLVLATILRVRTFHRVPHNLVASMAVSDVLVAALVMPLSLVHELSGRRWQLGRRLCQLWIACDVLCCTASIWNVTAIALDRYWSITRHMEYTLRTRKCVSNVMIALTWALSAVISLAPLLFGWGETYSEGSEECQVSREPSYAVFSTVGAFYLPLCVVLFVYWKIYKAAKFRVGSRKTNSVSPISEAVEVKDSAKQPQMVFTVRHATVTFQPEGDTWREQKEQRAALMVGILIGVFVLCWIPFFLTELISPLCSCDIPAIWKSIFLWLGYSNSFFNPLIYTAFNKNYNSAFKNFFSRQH
Wnt act = Wnt/beta-catenin pathway activators, primary screen, cell-based, plate reader, single point; AID 743398, 2014; activation, % at 9.35 µM; 300,000 compounds, 1.2% hits; Wnt/beta-catenin reporter cell assay, activator; in the data active means activation above about 30%, passing the limit was not always enough;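 further: 0% = neutral control wells and 100% = positive control wells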
dFosB activator = activators of delta FosB homodimer, primary screen, biochemical, fluorescence polarization, TAMRA-CDK5 oligo, single point. Protein FosB (Mus musculus), P13346. purified delta FosB; percent of positive-control signal above neutral wells. activation, % at 25 µM. 340,000 compounds, 0.99% hits;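 active means mean activation above about 17%, with every replicate also reaching it, limit read from the data, passing the limit was not always enough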;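 further: fluorescence polarization rise as delta FosB binds a TAMRA Cdk5 AP-1 oligo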
Target sequence (P13346 whole entry, looked up): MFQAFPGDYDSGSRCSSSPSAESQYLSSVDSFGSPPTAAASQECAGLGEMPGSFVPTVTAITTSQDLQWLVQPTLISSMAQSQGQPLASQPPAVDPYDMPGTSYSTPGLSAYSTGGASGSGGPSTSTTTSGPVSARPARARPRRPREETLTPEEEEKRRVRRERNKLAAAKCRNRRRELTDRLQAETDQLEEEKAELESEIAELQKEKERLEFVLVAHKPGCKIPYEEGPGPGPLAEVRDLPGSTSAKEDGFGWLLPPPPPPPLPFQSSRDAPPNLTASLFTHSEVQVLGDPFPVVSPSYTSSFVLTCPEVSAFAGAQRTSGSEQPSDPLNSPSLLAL
MITF act = activators of MITF-driven TRPM1 promoter reporter, primary screen, cell-based, SK-MEL-5, luciferase, single point | SK-MEL-5 TRPM1-promoter luciferase, 24 h; % of positive control, neutral wells = 0 | 300,000 compounds, 0.75% hits | activation, % at 12.5 µM;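 active means mean activation of at least 80% with every replicate also reaching 80%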;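 further: 0% = neutral control wells and 100% = parthenolide positive control wells; values of inactives mirror those of a sister screen read the other way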
CDK5 p35 inh = inhibitors of human CDK5/p35 kinase, primary screen, biochemical, single concentration; Recombinant CDK5/p35, ADP-Glo luminescence, 60 min; inhibition, % at 10 µM; 330,000 compounds, 0.01% hits; AID 488839, 2010;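 active means highest replicate inhibition of at least 50% and at least 75% of replicates reaching 50%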;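 further: plate controls were DMSO neutral control for no effect and GW8510 at 10 µM for full effect; many of its hits are not listed in these tables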
V-ATPase pHluor = regulators of yeast V-ATPase proton pumping, primary screen, pHLuorin cytosolic pH fluorescence | AID 504577, 2011 | S. cerevisiae | 350,000 compounds, 0.37% hits | response, % at 10 µM; in the data active means response mostly above about 7.3%, no sharp cut-off; inactive means mostly below about 5.4%; further: actives read high; inactives centre near 0; some compounds called inactive have numbers as strong as hits; reference of the scale not given here
HTR5A inv ag = HTR5A inverse agonists in luminescence cell assay, primary screen, counter-screen for OPRM1-OPRD1 heterodimer inverse agonist project, full-deck HTS; HTR5A cell line, inverse agonism; inhibition, % at 9.3 µM; 5-hydroxytryptamine receptor 5A (Homo sapiens), P47898; 340,000 compounds, 0.083% hits; in the data active means inhibition mostly above about 23%, no sharp cut-off; inactive means mostly below about 18%;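 further: 0% = cells with DMSO and 100% = no-cell wells with DMSO; some compounds called inactive have numbers as strong as hits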
PvdQ inh = P. aeruginosa PvdQ acylase inhibitors, primary screen, biochemical, fluorescence, plate reader and imaging, single point; inhibition, % at 10 µM; PvdQ acylase [Pseudomonas aeruginosa LESB58]; 340,000 compounds, 0.063% hits; AID 488965, 2010; purified PvdQ acylase; in the data active means inhibition above about 30%, passing the limit was not always enough;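 further: 0% = vehicle neutral wells and 100% = reference inhibitor wells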
NSD2 HMT inh = NSD2 histone methyltransferase inhibitors, primary screen, biochemical, AlphaScreen, single concentration, set 2 | NSD2 peptide methylation, 120 min | inhibition, % at 12.5 µM | AID 743445, 2014 | Histone-lysine N-methyltransferase NSD2 (Homo sapiens), O96028 | 310,000 compounds, 0.54% hits; in the data active means inhibition above about 50%
SR-BI HDL uptake = inhibitors of SR-BI mediated HDL lipid uptake, primary screen, ldlA[mSR-BI] cells, fluorescence, single point | Scavenger receptor class B member 1 (Mus musculus), Q61009 | ldlA[mSR-BI] CHO cells, DiI-HDL uptake fluorescence, 3 h | inhibition, % at 12.5 µM | 320,000 compounds, 0.96% hits | AID 488896, 2010;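 active means mean replicate inhibition of at least 70% and a set share of replicates each scoring 70 or more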;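 further: 0% = median of neutral control wells and 100% = median of positive control wells; values of inactives mirror those of a sister screen read the other way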
Starred values were filed as active, the others as inactive; / = not tested or not shown; & = joins results of further samples.

SMILES	HTR5A ag ctr	Wnt act	dFosB activator	MITF act	CDK5 p35 inh	V-ATPase pHluor	HTR5A inv ag	PvdQ inh	NSD2 HMT inh	SR-BI HDL uptake
CC1CCN(S(=O)(=O)c2ccc(-c3nnc(SCc4cccnc4)o3)cc2)CC1	1	-1	12	-15	-1.5	-1	13	-7	0	-11
O=C(CNC(=O)c1ccc(Br)o1)NNC(=O)c1ccc(Cl)cc1	4	1	4	13	-11	1	-11	-16	9	-5
C=CCN(c1ccccc1C(=O)NCC(=O)OCC)S(=O)(=O)c1ccc(C)cc1	0	-2	-8	/	-0.5	-3	1	-13	-2	2
CC(C)c1cc(C(=O)NNC(=S)NCc2ccco2)c(O)c(C(C)C)c1	10*	/	-9	-3	-2.3	2	-26	-20	3	2
CCOC(=O)c1ccc(NC(=O)CSc2nnc(C3CC3)n2C)cc1	4	/	-3	15	-4.9	0	-16	-11	-2	-13
CCCCn1c(CN2CCN(c3cccc(Cl)c3)CC2)nc2c1c(=O)n(C)c(=O)n2C	-2	2	-11	0	-0.4	1	6	-5	-1	28
COc1ccc(S(=O)(=O)N(CC(=O)N2CCN(C)CC2)c2ccc(C)cc2)cc1OC	1	-1	-6	3	-1.3	12*	7	1	9	-10
COc1ccc(CNC(=O)c2cc(S(=O)(=O)N3CCCC3)cn2C)cc1	15	-3	-2	-1	-0.1	0	-47	-17	/	17
C=CCc1cccc(/C=N/n2c(C)nnc2C)c1O	0	/	4	-5	-1.3	-2	-5	-12	0	-3
O=C(CCC1CCCC1)Nc1ccon1	1	12	-1	/	-1.4	1	-3	1	-3	-7
CC(C)(C)C(=O)CSc1nnc(-c2cccs2)n1CC1CCCO1 (centres undefined)	-7	/	3	-19	-0.9	1	17	-12	-1	0
CCn1c(CSc2nc3ccccc3s2)nnc1SCC(=O)c1ccc(O)cc1O	-3	/	-5	4	-3.1	0	-1	-10	1	45
O=C(Cn1cnc2c(OCc3ccccc3)ncnc21)NCc1ccccn1	/	0	-1	1	1.6	3	/	22	/	2
Cc1ccc(NC(=O)COc2cccc3c2OC(C)(C)C3)c(O)c1	13*	5	-11	11	-3.0	4	-45	-14	3	25
COc1ccc(C(=O)N/C(=C\c2cccs2)c2nc3ccccc3[nH]2)cc1OC	2	/	3	-10	-6.1	2	-7	-12	1	0
Cc1cccc(C)c1NC(=O)CNC(=O)CCCN1C(=O)c2cccc3cccc(c23)C1=O	0	-2	15	10	0.5	-2	-16	-2	/	10
COc1ccc(Cc2c(O)nc(SCC(=O)NC34CC5CC(CC(C5)C3)C4)[nH]c2=O)cc1	1&-1	0&2	-4&2	-5&-9	2.1&-1.5	-2&-1	-2&4	-10&-1	8&8	-6&-4
COc1cc(OC)cc(C(=O)NCC(=O)Nc2ccc(-c3ccccc3)cc2)c1	-1	14	-9	41	-4.8	0	2	-8	-5	/
CC(C)C1OC2(C)OC(=N)C1(C#N)C(C#N)(C#N)C2c1ccccc1 (centres undefined)	1	-1	-31	-13	-2.5	0	15	-10	-13	-3
Cc1cc(NC(=O)c2cccc(S(=O)(=O)N3c4ccccc4CC3C)c2)no1 (centres undefined)	-3	3	-4	1	-2.0	2	-13	-4	/	31
O=C(CN(CC1CCCO1)C(=O)Cn1nnc(-c2ccc(F)cc2)n1)NC1CCCCC1 (centres undefined)	-2	-3	-5	0	1.8	-1	7	-19	-1	25
O=C(NCCc1ccccc1)C(=O)NCC1OCCCN1S(=O)(=O)c1cc(F)ccc1F (centres undefined)	4	-2	-7	0	1.7	-3	-3	11	-1	-1
COc1ccc(NC(=O)C(NC(=O)CNC(C)=O)c2ccc(C)cc2)cc1 (centres undefined)	1	0	3	-10	0.5	2	-12	4	-7	-17
CN(C)S(=O)(=O)c1ccc(S(=O)(=O)Nc2ccc3c(c2)oc2ccccc23)cc1	12	0	-1	-5	2.0	-3	-4	12	/	8
COc1ccccc1C1C(C(=O)c2ccco2)=C(O)C(=O)N1c1cc(C)on1 (centres undefined)	0	6	4	-18	-3.1	0	-5	-13	1	-26
CSc1ccc(/C=N/Nc2nc(C)cc(=O)[nH]2)cc1	3	2	1	44	0.5	-1	-8	3	4	8
CCc1ccccc1NC(=O)c1nnn(CC(=O)Nc2cccc(C)c2C)c1N	7	/	42*	6	0.1	-5	-16	-11	/	0
Nc1ccc2nc(CCCCCCCCc3nc4ccc(N)cc4[nH]3)[nH]c2c1	-2	-1	2	0	0.3	-3	5	3	0	7
CCC1CCCCN1S(=O)(=O)c1ccc(S(=O)(=O)N2CCN(S(=O)(=O)CC)CC2)cc1 (centres undefined)	4	/	14	/	-0.9	-2	-12	-15	-1	-10
COc1cccc(/C=C(\C)C(=O)c2c(C)cc(C)[nH]c2=O)c1OC	0	-1	-9	-8	1.3	-2	-1	0	0	-3
O=C(Cn1ncnn1)OCc1ccccc1Cl	2	/	0	4	-0.8	-1	-6	-9	-2	-20
N#Cc1cnn2cc(-c3ncc(C(F)(F)F)cc3Cl)cnc12	-4	/	6	43	3.8	-1	-2	-5	0	0
O=C(CSc1nc(O)cc(=O)[nH]1)N1c2ccccc2Sc2ccccc21	/	-1	-4	9	-1.3	-1	/	1	-3	-3
CCCC/C=C/C(NC(=O)c1ccc(-c2ccccc2)cc1)c1ccccc1 (centres undefined)	-2	0	-5	8	1.1	-6	20	-12	/	23
O=C(/C(=N\Nc1ccc([N+](=O)[O-])cc1)Sc1nnnn1-c1ccccc1)c1ccccc1	-6	0	0	-3	-0.1	0	16	10	3	-10
N#Cc1c(NC(=S)NC(=O)c2ccccc2)sc2c1CCC2	0	10	-9	41	-1.1	-2	1	-12	17	/
O=c1c(S(=O)(=O)c2ccc(Cl)cc2)cn(Cc2ccccc2F)c2ccc(F)cc12	1	2	-3	6	-1.6	7	-11	-11	-1	14
Cc1ccc(SCc2cc(-c3ccc(Cl)cc3)on2)cc1	4	-3	-5	-1	-1.3	3	-11	7	1	-14
COc1ccc(N(CC(=O)Nc2ccccc2C(=O)N2CCOCC2)S(=O)(=O)c2ccc(F)cc2)cc1	2	-4	5	-6	-0.1	0	-6	15	-1	-25
O=c1c2ccccc2nc(SCc2cccc(F)c2)n1C1CCCC1	3	-4	-1	2	-2.0	2	-8	-8	-3	10
O=C(COC(=O)c1ccccc1Nc1ccc(SC(F)F)cc1)NCc1ccco1	4	13	-15	-5	-2.3	-1	4	7	-3	/
O=C(COC(=O)Cc1ccc(S(=O)(=O)N2CCOCC2)s1)Nc1ccc([N+](=O)[O-])cc1	-1	-4	-14	9	1.2	0	17	-13	2	-11
Cc1cc2ccccn2c1C(=O)c1ccc(NN)c([N+](=O)[O-])c1	-5	0	-18	-33	0.5	2	11	1	3	62
CCOc1ccc(NC(=O)CN(C2CCCCC2)S(C)(=O)=O)cc1	-6	/	-3	-5	0.7	3	14	-5	-1	-27
Clc1ccccc1CSc1nnc(-c2ccco2)c(-c2ccco2)n1	6	/	-17	-10	2.8	-5	-37	-1	/	-9
CCCCNc1cc(C)nc(N2CCOCC2)n1	0	/	4	-6	0.8	-1	-11	-20	-1	-15
Cc1cc(NC(=O)C(C)N2C(=O)c3ccccc3S2(=O)=O)no1 (centres undefined)	-1	-1	-6	-5	-1.7	-1	4	-7	-3	-12
O=C(NNC(=O)c1ccc(S(=O)(=O)N2CCCCC2)cc1)c1ccccc1	9	-1	2	2	-0.6	0	-24	-12	1	/
CCn1c(COc2cccc(OC)c2)nnc1SCC(=O)NCC1CCCO1 (centres undefined)	2	4	-2	8	1.9	4	-4	-3	-1	/
CN(C)c1ccc(C(=O)OCc2ccccc2)cc1	-1	/	8	60	0.7	0	1	-8	-3	-5
O=C(NCC(c1ccco1)N1CCN(c2ccccc2)CC1)C(=O)NC1CC1 (centres undefined)	-1	15	-2	1	0.5	1	5	-2	-4	0
CCNC(=O)COC(=O)/C=C/c1cccc([N+](=O)[O-])c1	3	12	1	-7	-7.6	-1	-9	-8	-1	-15
COc1ccc(NC(=O)c2nc(C)c(C3(C)CC(c4ccccc4)=NO3)s2)cc1 (centres undefined)	9	-6	-2	-28	0.9	1	4	-7	/	56
Cc1cc(/C=C2\SC(=S)NC2=O)c(C)n1C	8	-1	-1	-8	-0.8	1	7	1	41	3
CN(Cc1cccc(Cl)c1)C(=O)C1CCN(C(=O)Nc2ccccc2)CC1	2	3	-7	8	-0.2	-1	-7	-3	0	44
O=C(CCC(=O)N1CCCCCC1)NCc1ccc(F)cc1	0	-1	2	2	-0.1	0	-1	5	-1	-9
CCOc1cc(/C=N/N2CCN(Cc3ccccc3)CC2)ccc1O	-1	0	3	/	-1.5	1	4	-4	14	4
COc1ccc(OC)c(NC(=O)N[C@H](Cc2ccccc2)C(=O)NN)c1	1	3	-10	-9	0.1	1	8	-12	0	13
CCn1ccnc1CN1CCN(CC=C(C)C)C(CCO)C1 (centres undefined)	-3	-3	-7	-1	-0.7	21	7	-1	1	-4
COc1nsnc1NS(=O)(=O)c1ccc(NC(=S)NC(=O)c2cccnc2)cc1	/	/	-3	12	1.7	1	/	9	/	-4

Copied from the entries so far for reference:
SMILES	HTR5A ag ctr	Wnt act	dFosB activator	MITF act	CDK5 p35 inh	V-ATPase pHluor	HTR5A inv ag	PvdQ inh	NSD2 HMT inh	SR-BI HDL uptake
O=C(COC(=O)c1ccccc1Nc1ccc(SC(F)F)cc1)NCc1ccco1	4	13	-15	-5	-2.3	-1	4	7	-3	/
O=C(COC(=O)Cc1ccc(S(=O)(=O)N2CCOCC2)s1)Nc1ccc([N+](=O)[O-])cc1	-1	-4	-14	9	1.2	0	17	-13	2	-11
Cc1cc2ccccn2c1C(=O)c1ccc(NN)c([N+](=O)[O-])c1	-5	0	-18	-33	0.5	2	11	1	3	62

Carrying on:
SMILES	HTR5A ag ctr	Wnt act	dFosB activator	MITF act	CDK5 p35 inh	V-ATPase pHluor	HTR5A inv ag	PvdQ inh	NSD2 HMT inh	SR-BI HDL uptake
Cn1nnnc1SCC(=O)Nc1cc(S(=O)(=O)N2CCCC2)ccc1Cl	7	-1	-4	3	-0.5	2	-20	1	-1	30
CCCC(C)NC(=O)c1ccccc1SC (centres undefined)	0	0	0	-7	0.7	1	23	9	-1	/
CCOC(=O)/C=C(\C)Sc1cc(=O)oc2ccccc12	5	-16	-4	-14	3.0	4	0	49*	-1	0
O=C(NNC(=O)c1ccccc1Cl)c1csc(N2CCOCC2)n1	0	-1	-12	-7	-0.4	0	-1	-4	1	-28
Cc1cc(OCC(=O)Nc2ccccc2F)nc(C(C)C)n1	6	/	-3	-14	-18	-2	-16	-25	0	-28
Nc1c(S(=O)(=O)c2cccc(Cl)c2)c2nc3ccccc3nc2n1CCN1CCOCC1	-5	/	-2	-4	3.4	4	6	7	-1	-28
Cc1nc2ccc(S(=O)(=O)N(C)CC(=O)N3CCc4ccccc43)cc2s1	2	/	-1	-4	-2.2	1	-6	1	/	-11
CCCn1c(SCC(=O)Nc2cc(C(=O)O)ccc2C)nc2sc3c(c2c1=O)CCC3	0	0	3	-2	1.1	-6	2	-3	1	-4

The order is random. About 5% of those tested had a hit in this group.
